CXCR6 inh: blocks human CXCR6 beta-arrestin recruitment; actives 0.36% (n = 360,000); AID 602244; inhibition, % at 20 µM; CHO-K1 PathHunter CXCR6 beta-arrestin, luminescence; O00574; in the data active = inhibition above about 34%, passing the limit was not always enough;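 note: antagonist mode with CXCL16 agonist at 10 nM final; 0% = 10 nM CXCL16 with DMSO and 100% = unstimulated wells without agonist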
Target sequence (O00574 whole entry, looked up): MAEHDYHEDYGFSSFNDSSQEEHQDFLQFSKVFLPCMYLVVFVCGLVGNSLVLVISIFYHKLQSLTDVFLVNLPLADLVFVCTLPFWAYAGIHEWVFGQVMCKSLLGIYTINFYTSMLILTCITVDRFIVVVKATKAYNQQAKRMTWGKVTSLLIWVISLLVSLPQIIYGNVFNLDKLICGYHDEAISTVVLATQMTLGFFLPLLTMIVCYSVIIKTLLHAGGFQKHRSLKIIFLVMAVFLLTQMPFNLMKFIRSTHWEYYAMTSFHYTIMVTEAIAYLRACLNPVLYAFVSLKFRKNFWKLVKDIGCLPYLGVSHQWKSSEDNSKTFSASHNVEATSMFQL
Mdm2 MdmX PPI: disrupts the human Mdm2-MdmX interaction; AID 485346; SaOS-2 split-luciferase Mdm2/MdmX complementation, luminescence; actives 3% (n = 330,000); inhibition, % at 8 µM; O15151+Q00987;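 active = inhibition of at least 50% at 8 µM in the primary screen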
APJ antagonist: APJ receptor antagonism; P35414; CHO-K1 APJ beta-arrestin complementation, luminescence; inhibition, % at 20 µM; actives 0.32% (n = 330,000);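 active = inhibition above about 40% at 20 µM, limit read from the data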;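 note: cells challenged with 10 nM apelin-13 agonist together with compound; plate controls were apelin-13 plus DMSO wells for no effect and DMSO wells lacking apelin-13 for full effect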
APJ ag: APJ receptor agonism; AID 2520; actives 0.11% (n = 330,000); CHO-K1 APJ PathHunter beta-arrestin, luminescence; 0% DMSO wells, 100% apelin; activation, % at 20 µM;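 active = activation more than six SD over the plate average, tested at 20 µM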;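 note: 0% = DMSO alone and 100% = apelin-13 at 10 nM; some results filed as inactive read as strong as hits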
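Incubation: overnight seeding, 90 min compound at 25 °C, 1 h detection; test system: PathHunter CHO-K1 APJ (AGTRL-1) beta-arrestin reporter cells; amount: 1000 cells/well; doses: one dose, 20 µM compound, 1% DMSO; measured by: beta-gal luminescence; measure: agonist-driven arrestin binding to APJ; benchmarks: negative DMSO alone, positive Apelin-13 at 10 nM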
tim23-1 inh: inhibits growth of tim23-1 mutant yeast. S. cerevisiae tim23-1 growth, BacTiter-Glo luminescence, 24 h. inhibition, % at 20 µM. actives 1.3% (n = 330,000);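 active = growth inhibition of the mutant yeast at or above 50%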;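 note: temperature-sensitive mutant grown at 25 °C; plate controls were DMSO-treated mutant yeast for no effect and medium wells lacking yeast for full effect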
CCR6 antagonist: antagonists of human CCR6 receptor | P51684 | CHO-K1 CCR6 PathHunter beta-arrestin, luminescence, CCL20-stimulated | inhibition, % at 20 µM | actives 0.49% (n = 340,000) | AID 493098;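 active = compounds whose inhibition of the agonist-driven luminescence signal at 20 µM reaches about 50%, limit read from the data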;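 note: cells stimulated with CCL20 at 14 nM final; plate controls were DMSO with CCL20 for no effect and DMSO without agonist for full effect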
EBI2 block: antagonists of human EBI2 receptor | P32249 | EBI2 beta-arrestin recruitment, luminescence, 7a,25-OHC stimulated | inhibition, % at 5 µM | actives 0.81% (n = 360,000) | AID 651636; in the data active = inhibition above about 38%;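 note: enzyme fragment complementation signal reports receptor beta-arrestin coupling in cells; 0% = agonist plus DMSO wells and 100% = wells without agonist; some results beyond the cut were filed as inactive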
Target sequence (P32249 whole entry, looked up, the tested form may be a part): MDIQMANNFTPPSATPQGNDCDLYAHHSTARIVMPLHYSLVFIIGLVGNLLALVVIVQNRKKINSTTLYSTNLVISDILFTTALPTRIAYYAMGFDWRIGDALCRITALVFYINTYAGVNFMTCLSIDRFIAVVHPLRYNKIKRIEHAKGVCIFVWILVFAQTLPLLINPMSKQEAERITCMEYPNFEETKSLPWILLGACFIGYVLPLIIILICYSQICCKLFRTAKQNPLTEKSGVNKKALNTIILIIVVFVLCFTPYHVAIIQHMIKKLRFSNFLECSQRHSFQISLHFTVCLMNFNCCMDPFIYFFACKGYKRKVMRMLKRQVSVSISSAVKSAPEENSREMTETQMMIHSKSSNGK
XBP1 UPR activ: activators of adaptive arm of unfolded protein response (XBP1); activation, % at 20 µM; AID 463104; CHO-XBP1 luciferase reporter, IRE1-XBP1 UPR activation, luminescence; percent of tunicamycin response, DMSO as zero; actives 0.33% (n = 330,000);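 active = versus positive control, 20 µM dose yields 30% or more activation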;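 note: 100% = tunicamycin at 10 µg/mL and 0% = DMSO only wells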
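incubation = overnight seeding at 37 °C, 6 h compound treatment at 37 °C | assay system = CHO-XBP1 cells stably carrying IRE1-XBP1-driven luciferase reporter | input = 1000 cells per well | detection = luciferase luminescence | dosing = single point, 20 µM final compound, 1% DMSO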
UPR CHOP act: apoptotic UPR (CHOP) activation; actives 0.34% (n = 330,000); CHO-CHOP luciferase reporter, luminescence; percent of tunicamycin response over DMSO baseline; activation, % at 10 µM;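 active = at 10 µM dose, activation of 40% or more, normalized to positive control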;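 note: 100% = tunicamycin at 10 µg/mL and 0% = DMSO alone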
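assay system = CHO CHOP reporter cells | amount = 500 CHO-CHOP cells per well | buffer or medium = F12 with 10% FBS | incubation = 16-18 h cell attachment, then 6 h compound exposure, 37 °C | detection = luminescence read with Steady-Glo | read-out = percent activation relative to tunicamycin control | controls = tunicamycin high control, DMSO low control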
* hit, by the source's call.

Results for Cc1ccc(-c2noc(CCC(=O)NCc3ccc4c(c3)OCO4)n2)cc1 ?
CXCR6 inh: -3; Mdm2 MdmX PPI: 20; APJ antagonist: 2; APJ ag: -4; tim23-1 inh: -8; CCR6 antagonist: -10; EBI2 block: -1; XBP1 UPR activ: 1; UPR CHOP act: -0.7

Results for O=[N+]([O-])c1ccc(Sc2n[nH]c(-c3ccncc3)n2)nc1 ?
CXCR6 inh: -3; Mdm2 MdmX PPI: -11; APJ antagonist: -11; APJ ag: 1; tim23-1 inh: 5; CCR6 antagonist: -24; EBI2 block: -4; XBP1 UPR activ: -1; UPR CHOP act: 0.4

Results for Cc1ccc(NC(=O)/C(C#N)=C/c2ccccc2C(F)(F)F)cc1 ?
CXCR6 inh: -9; Mdm2 MdmX PPI: 1; APJ antagonist: -11; APJ ag: -2; tim23-1 inh: 13; CCR6 antagonist: 1; EBI2 block: -20; XBP1 UPR activ: 5; UPR CHOP act: -0.8

Results for CCC(C)NC(=O)c1cccc(OCc2c(C)noc2C)c1 (stereo unspecified) ?
CXCR6 inh: 6; Mdm2 MdmX PPI: -20; APJ antagonist: 11; APJ ag: -2; tim23-1 inh: -8; CCR6 antagonist: 10; EBI2 block: -7; XBP1 UPR activ: -1; UPR CHOP act: -1.3

Results for COc1ccc2[nH]c3c(c2c1)CCN1C(=O)N([C@@H](C)C(=O)NCc2ccccc2OC)C(=O)[C@]31C ?
CXCR6 inh: 1; Mdm2 MdmX PPI: -14; APJ antagonist: -6; APJ ag: 9; tim23-1 inh: 15; CCR6 antagonist: 23; EBI2 block: 6; XBP1 UPR activ: -5; UPR CHOP act: -1.0

How did COc1ccc(-c2nc(NC(=O)CCNC(=O)c3ccco3)sc2C)cc1 do in these assays?
CXCR6 inh: -15; Mdm2 MdmX PPI: 26; APJ antagonist: -6; APJ ag: -2; tim23-1 inh: 28; CCR6 antagonist: 5; EBI2 block: -12; XBP1 UPR activ: 0; UPR CHOP act: 0.9

Results for CC1CC2(NC(=O)NC2=O)C(C)CN1C (stereo unspecified) ?
CXCR6 inh: 9; Mdm2 MdmX PPI: 4; APJ antagonist: 9; APJ ag: 1; tim23-1 inh: 4; CCR6 antagonist: 10; EBI2 block: -13; XBP1 UPR activ: 8; UPR CHOP act: -0.6

What do the screens show for `O=C(Nc1ncn[nH]1)c1ccccc1O`?
CXCR6 inh: -16; Mdm2 MdmX PPI: 8; APJ antagonist: 4; APJ ag: -4; tim23-1 inh: 8; CCR6 antagonist: 7; EBI2 block: -13; XBP1 UPR activ: -1; UPR CHOP act: 0.8

Results for CCC(C)NC(=O)CCSCCC(=O)NC(C)CC (stereo unspecified) ?
CXCR6 inh: -5; Mdm2 MdmX PPI: -19; APJ antagonist: -2; APJ ag: -2; tim23-1 inh: 8; CCR6 antagonist: 17; EBI2 block: -5; XBP1 UPR activ: 1; UPR CHOP act: -0.6

How did CCCCn1c(N)c(N(CCC(C)C)C(=O)C2CCCC2)c(=O)[nH]c1=O do in these assays?
CXCR6 inh: -9; Mdm2 MdmX PPI: -10; APJ antagonist: 3; APJ ag: -1; tim23-1 inh: -6; CCR6 antagonist: 9; EBI2 block: -14; XBP1 UPR activ: 4; UPR CHOP act: 0.4

Results for CCCCCCc1nc(C(N)=O)c2[nH]c(=O)n(-c3ccc(OCC)cc3)c2n1 ?
CXCR6 inh: -1; Mdm2 MdmX PPI: 35; APJ antagonist: 0; APJ ag: -3; tim23-1 inh: 10; CCR6 antagonist: -3; EBI2 block: 8; XBP1 UPR activ: 6; UPR CHOP act: 4.2

How did COc1cc(OC)cc(-c2sc3ccc(OC)cc3c2C#CCO)c1 do in these assays?
CXCR6 inh: -14; Mdm2 MdmX PPI: 8; APJ antagonist: -27; APJ ag: 0; tim23-1 inh: 23; CCR6 antagonist: -2; EBI2 block: -11; XBP1 UPR activ: 3; UPR CHOP act: -0.9

What do the screens show for `COc1cc(OC)cc(C(=O)N[C@H](C(=O)OCc2cc(=O)oc3cc(C)ccc23)C(C)C)c1`?
CXCR6 inh: 9; Mdm2 MdmX PPI: 7; APJ antagonist: 4; APJ ag: 0; tim23-1 inh: 14; CCR6 antagonist: 13; EBI2 block: 20; XBP1 UPR activ: -1; UPR CHOP act: 2.5

How did O=C(COC(=O)COc1ccccc1)NC1CCCC1 do in these assays?
CXCR6 inh: 0; Mdm2 MdmX PPI: -20; APJ antagonist: 3; APJ ag: -2; tim23-1 inh: 9; CCR6 antagonist: -1; EBI2 block: 0; XBP1 UPR activ: -2; UPR CHOP act: 1.4

What do the screens show for `O=C(CN(CCc1ccccc1)C(=O)CNS(=O)(=O)c1ccc(F)cc1)NCc1ccco1`?
CXCR6 inh: -7; Mdm2 MdmX PPI: 21; APJ antagonist: -6; APJ ag: -1; tim23-1 inh: -7; CCR6 antagonist: -8; EBI2 block: 6; XBP1 UPR activ: -3; UPR CHOP act: 0.2

What do the screens show for `Cc1ccc2c(C)c(C(=O)N(Cc3ccccc3)C3CCS(=O)(=O)C3)oc2c1` (stereo unspecified)?
CXCR6 inh: -3; Mdm2 MdmX PPI: 9; APJ antagonist: 10; APJ ag: -3; tim23-1 inh: 12; CCR6 antagonist: 13; EBI2 block: 3; XBP1 UPR activ: -3; UPR CHOP act: 5.6

What do the screens show for `COc1ccccc1OCCNC(=O)Cc1ccc(S(=O)(=O)N2CCOCC2)s1`?
CXCR6 inh: -4; Mdm2 MdmX PPI: 11; APJ antagonist: 4; APJ ag: 23; tim23-1 inh: -1; CCR6 antagonist: 9; EBI2 block: -9; XBP1 UPR activ: -4; UPR CHOP act: 0.2

Results for COC(=O)C1CC(=O)N(Cc2ccccc2)C1 (stereo unspecified) ?
CXCR6 inh: 6; Mdm2 MdmX PPI: -12; APJ antagonist: 3; APJ ag: -4; tim23-1 inh: 4; CCR6 antagonist: 6; EBI2 block: -4; XBP1 UPR activ: 1; UPR CHOP act: 1.8

How did Nc1nc(-c2ccc(F)cc2)cs1 do in these assays?
CXCR6 inh: 0; Mdm2 MdmX PPI: -6; APJ antagonist: -18; APJ ag: -1; tim23-1 inh: 22; CCR6 antagonist: -2; EBI2 block: -2; XBP1 UPR activ: 0; UPR CHOP act: 0.7

What do the screens show for `C#Cc1ccc([C@H]2C=C(C(=O)OCC=C)O[C@@H](OCC)[C@@H]2CCCO)cc1`?
CXCR6 inh: -1; Mdm2 MdmX PPI: 3; APJ antagonist: 0; APJ ag: 3; tim23-1 inh: 21; CCR6 antagonist: -6; EBI2 block: -3; XBP1 UPR activ: -4; UPR CHOP act: 1.5

Results for C=CC[C@H](CC(=O)NCCO)C(=O)N[C@H](COC(=O)[C@H](CC=C)CC(=O)OC(C)(C)C)Cc1c[nH]c2ccccc12 ?
CXCR6 inh: 0; Mdm2 MdmX PPI: -6; APJ antagonist: 1; APJ ag: 0; tim23-1 inh: 21; CCR6 antagonist: -1; EBI2 block: 2; XBP1 UPR activ: 1; UPR CHOP act: -0.3

Results for Cc1ccc(OC(C)C(=O)Nc2ccc(S(=O)(=O)N3CCOCC3)cc2)cc1 (stereo unspecified) ?
CXCR6 inh: 4; Mdm2 MdmX PPI: 19; APJ antagonist: 0; APJ ag: 11; tim23-1 inh: 16; CCR6 antagonist: 5; EBI2 block: 0; XBP1 UPR activ: -2; UPR CHOP act: -0.5

How did COc1ccc(C(=O)OCC(=O)NC2CCCCCC2)c(OC)c1 do in these assays?
CXCR6 inh: -4; Mdm2 MdmX PPI: -2; APJ antagonist: 6; APJ ag: 1; tim23-1 inh: 21; CCR6 antagonist: -15; EBI2 block: -4; XBP1 UPR activ: 0; UPR CHOP act: 4.1

Results for NC(=O)CC(NC(=O)Cc1cccc2ccccc12)c1ccc(NCCc2ccccc2F)c([N+](=O)[O-])c1 (stereo unspecified) ?
CXCR6 inh: 11; Mdm2 MdmX PPI: 27; APJ antagonist: 9; APJ ag: -5; tim23-1 inh: 15; CCR6 antagonist: 22; EBI2 block: -8; XBP1 UPR activ: -1; UPR CHOP act: -1.2

2 compounds picked at random from those above:
What do the screens show for `O=C(CN(CCc1ccccc1)C(=O)CNS(=O)(=O)c1ccc(F)cc1)NCc1ccco1`?
CXCR6 inh: -7; Mdm2 MdmX PPI: 21; APJ antagonist: -6; APJ ag: -1; tim23-1 inh: -7; CCR6 antagonist: -8; EBI2 block: 6; XBP1 UPR activ: -3; UPR CHOP act: 0.2

Results for NC(=O)CC(NC(=O)Cc1cccc2ccccc12)c1ccc(NCCc2ccccc2F)c([N+](=O)[O-])c1 (stereo unspecified) ?
CXCR6 inh: 11; Mdm2 MdmX PPI: 27; APJ antagonist: 9; APJ ag: -5; tim23-1 inh: 15; CCR6 antagonist: 22; EBI2 block: -8; XBP1 UPR activ: -1; UPR CHOP act: -1.2

Other compounds
How did CC(=O)N1c2ccc(S(=O)(=O)NCCC(=O)Nc3ccc(F)cc3)cc2CC1C (stereo unspecified) do in these assays?
CXCR6 inh: 4; Mdm2 MdmX PPI: 11; APJ antagonist: -4; APJ ag: 3; tim23-1 inh: 7; CCR6 antagonist: -2; EBI2 block: -23; XBP1 UPR activ: -3; UPR CHOP act: -1.6

Results for Cc1ccc(N2CC(C(=O)Nc3ncc([N+](=O)[O-])s3)CC2=O)cc1 (stereo unspecified) ?
CXCR6 inh: 7; Mdm2 MdmX PPI: 4; APJ antagonist: 22; APJ ag: -9; tim23-1 inh: 1; CCR6 antagonist: 25; EBI2 block: 6; XBP1 UPR activ: -3; UPR CHOP act: -0.7

What do the screens show for `C=CCN1CCCC1CNC(=O)c1cc2[nH]nnc2cc1OC` (stereo unspecified)?
CXCR6 inh: -1; Mdm2 MdmX PPI: -20; APJ antagonist: 14; APJ ag: 7; tim23-1 inh: 20; CCR6 antagonist: 6; EBI2 block: -1; XBP1 UPR activ: -7; UPR CHOP act: 0.7

How did CN(C)S(=O)(=O)c1ccc(SCC(=O)N2CC(=O)Nc3ccccc32)nc1 do in these assays?
CXCR6 inh: -4; Mdm2 MdmX PPI: -20; APJ antagonist: 0; APJ ag: -2; tim23-1 inh: -2; CCR6 antagonist: 5; EBI2 block: -7; XBP1 UPR activ: -5; UPR CHOP act: 0.0

What do the screens show for `O=C(NCCN1CCCCC1)c1ccc(Oc2cc(Cl)cc(Cl)c2)o1`?
CXCR6 inh: -4; Mdm2 MdmX PPI: -8; APJ antagonist: -4; APJ ag: 3; tim23-1 inh: 19; CCR6 antagonist: 18; EBI2 block: -13; XBP1 UPR activ: -2; UPR CHOP act: 1.1

Not all compounds are listed; count on the stated rates, not on these rows.
